Wee1 degr inh: blocks degradation of human Wee1 kinase; P30291; HeLa Luc-Wee1K328M stability, luciferase luminescence; 100% = proteasome inhibitor MG132 effect; reporter increase, % at 5 µM; 220,000 compounds, 1.2% hits; AID 1321;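 active means activation above the mean of all tested compounds plus 3 SD, set per screening run, cut at about 8.8% in these data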;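 further: cells exposed to compound for 20 h before luminescence read; 0% = DMSO alone and 100% = MG132 at 30 µM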
14-3-3 Bad PPI: disrupts binding of bovine 14-3-3 zeta to phospho-Bad peptide; P63103; 220,000 compounds, 0.71% hits; TR-FRET 14-3-3zeta/Dy647-pBad peptide displacement, 1 h; inhibition, % at 21.7 µM;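 active means inhibition above about 70%, limit read from the data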;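 further: 0% = full 14-3-3 plus peptide FRET controls and 100% = background without 14-3-3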
Rad51 HR inh: Rad51 (human) homologous recombination inhibition | Q06609 | 200,000 compounds, 0.085% hits | hRad51 DNA strand exchange, fluorescence dequenching | inhibition, % at 10 µM;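 active means inhibition above 40% at the single screening dose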;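 further: 0% = DMSO control wells and 100% = blanks with heterologous ssDNA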
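Material: hRad51 filaments on single-stranded DNA; Reagent: Donor/quencher-labelled 47-bp dsDNA substrate; Compound: 10 µM final, single point; Schedule: 37 °C 15-min filament assembly, 30-min compound preincubation, 15-min exchange; Technique: FRET fluorescence, excitation 485 nm, emission 520 nm; Benchmarks: control wells and blank wells on each plate.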
MDM2 E3 inh: blocks human Mdm2 ubiquitin ligase activity; Q00987; cell-based MDM2 ubiquitination luciferase reporter, 2 h; 0 = plate control, 100 = twice control, blank-subtracted; signal enhancement, % at 5 µM; 210,000 compounds, 0.11% hits; AID 1230;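 active means signal enhancement of 30% or more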;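 further: luminescence tracks abundance of the self-degrading MDM2-luciferase fusion protein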
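Assay system: stable mammalian line carrying autodegrading MDM2–luciferase fusion reporter; Input: 2000 cells in each well; Compound dosing: single-point 5 µM; Schedule: 2 h compound exposure at 37 °C; Signal: SteadyLite luciferase luminescence after 15 min room-temperature reagent incubation; Evaluation: % luminescence enhancement versus blank-corrected plate control mean; Benchmarks: plate controls and plate blanks.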
FXIIa inh 1536: inhibitors of human coagulation factor XIIa; AID 800; purified FXIIa, Boc-QGR-AMC fluorogenic substrate, 2 h; inhibition, % at 5 µM; 220,000 compounds, 0.3% hits; in the data active means inhibition above about 40%;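 further: 0% = enzyme with no compound and 100% = blank without enzyme; many of its hits are not listed in these tables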
KLK5 inh: blocks human kallikrein 5 protease activity. recombinant hK5, fluorogenic AMC substrate cleavage. inhibition, % at 5 µM. 210,000 compounds, 0.59% hits;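 active means inhibition of 40% or more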;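 further: 0% = enzyme controls without compound and 100% = no-enzyme blanks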
p97 inhibitor: inhibitors of human p97 ATPase; inhibition, % at 8 µM; AID 1481; P55072; 220,000 compounds, 0.42% hits; recombinant p97 ATPase, Kinase-Glo ATP luminescence, 3 h; in the data active means inhibition above about 15%;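 further: 0% = DMSO vehicle and 100% = wells lacking enzyme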
FXIa inh: blocks human coagulation factor XIa protease activity; P03951; 220,000 compounds, 0.14% hits; purified FXIa, Boc-Glu-Ala-Arg-AMC fluorogenic substrate; inhibition, % at 5 µM; AID 798;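 active means inhibition of at least 40%; inactive means inhibition below 40%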;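 further: fluorescence of freed AMC excited at 355 nm; 0% = enzyme without compound and 100% = no enzyme blank; many of its hits are not listed in these tables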
eIF4E 4G PPI: eIF4E/eIF4G interaction inhibition in translation initiation | TR-FRET eIF4E-eIF4GI(517-606) binding, 2 h | inhibition, % at 21.7 µM | 220,000 compounds, 0.37% hits | AID 782;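 active means inhibition above about 30%, limit read from the data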;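 further: 0% = full FRET control wells and 100% = background wells lacking eIF4GI fragment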
An asterisk follows results filed as active; · = no result given; [ ] = remark or other dose. The order is random (roughly 3.5% active in at least one column).

SMILES	Wee1 degr inh	14-3-3 Bad PPI	Rad51 HR inh	MDM2 E3 inh	FXIIa inh 1536	KLK5 inh	p97 inhibitor	FXIa inh	eIF4E 4G PPI
Cc1ccc(C(=O)NC(=S)Nc2ccc(NC(=O)c3cccs3)cc2)cc1[N+](=O)[O-]	1	15	-6	-16	5	-1	-2	-2	10
Cc1ccc(NC(=O)CSCCc2ccccn2)nc1	1	1[fluorescence artefact?]	-10	-3	11	-8	3	2	2[fluorescence artefact?]
CN1C(=O)/C(=C\c2ccncc2)SC1=Nc1ccccc1	0	14	·	2	13	-2	1	8	5
Cn1c(=O)cc(OCC(=O)N2CCN(c3ccccc3F)CC2)c2ccccc21	5	-13	7	-13	11	-11	0	-4	2
CCOc1cc(/C=N/OC(C)=O)ccc1OCc1ccccc1	0	-5	3	0	5	-4	2	-3	-3
Cc1ccc(-n2c(-c3ccccc3)n[nH]c2=S)cc1	-1	-3	2	-4	13	-11	4	9	0[fluorescence artefact?]
CC(NC(=O)CSc1nnc(CC(=O)Nc2ccc(Cl)c(Cl)c2)n1C)c1ccccc1 (configuration not stated)	-1	62[fluorescence artefact?]	4	-13	1	-3	-7	-4	43*[fluorescence artefact?]
CCC(=O)Nc1ccc2nc(C)n(Cc3ccccc3Cl)c(=O)c2c1	-2	2	0	-5	2	-5	0	-7	2
CCN(CCn1cccn1)C(=O)CC1C(=O)NCCN1Cc1ccc(F)c(F)c1 (configuration not stated)	-2	-13	4	-6	9	6	0	2	-2
CCNc1cc(N2CCN(S(=O)(=O)c3ccc4c(c3)CCCC4)CC2)ccc1[N+](=O)[O-]	-4	-6	0	-4	14	8	3	7	-9
CCOc1cccc(=O)c2c(C)n(C)c(C)c12	4	-19	5	-16	7	4	8	3	-20
CCCn1c(=O)c2ccccc2n2c(SCC(=O)c3ccc(CC)cc3)nnc12	0	-11	-10	10	20	-11	2	0	-9
Cc1cccc(C(=O)N2CCN(c3ccc([N+](=O)[O-])c(N4CCOCC4)c3)CC2)c1	-3	0	-2	-7	21	-8	0	8	1[fluorescence artefact?]
COc1ccc(NC(=O)Nc2cc(C)ccc2OC)cc1	0	3	-1	0	-2	-27	-4	2	7
C=CCNC(=O)/C(=C\C=C\c1ccccc1)NC(=O)c1ccc(OCCCC)cc1	2	-11	1	6	6	17	-8	-6	-1[fluorescence artefact?]
Cc1ccc(S(=O)(=O)N(C)c2ccccc2)cc1	-1	3	-1	-22	11	6	3	4	5
Clc1ccc(CSc2nnc(-c3ccccn3)n2Cc2ccco2)c(Cl)c1	-1	-6	-6	-2	10	-14	-2	-4	-10
CC(C)CNC(=O)CC(c1ccccc1)c1c(O)ccc2ccccc12 (configuration not stated)	-4	9	-5	0	9	-3	-2	-3	-1
O=C(Cc1ccccc1)NNc1c2ccccc2nc2ccccc12	-2	-4	13	-12	-8	-23	5	-5	-3
O=C(Nc1ccc2c(c1)C(=O)NC2=O)c1ccc2ncsc2c1	0	5	21	-1	4	-10	5	-3	-3
Cc1cc(N)n(Cc2ccc(Cl)cc2)n1	-4	-10	5	-2	2	-5	3	-4	4
CC1CCN(CC(O)COc2cccc(F)c2)CC1 (configuration not stated)	14*	8[fluorescence artefact?]	-2	-5	10	-9	-7	-2	-3
Cc1cc(=O)oc2cc(OCc3ccc(C(=O)N4CCN(c5ccc([N+](=O)[O-])cc5)CC4)cc3)ccc12	0	-8	-33	-2	12	-3	7	5	-2
COc1ccc(NC(=O)C2CCCN2C(=O)OCc2ccccc2)c(OC)c1 (configuration not stated)	-1	-9	9	-22	-3	-10	1	-4	-1
Cc1ccc(NC(=O)c2ccc(S(=O)(=O)N3CCOCC3)cc2)nc1	-1	1	4	-5	5	0	1	-20	6[fluorescence artefact?]
COCC(C)NC(=O)C(C)Oc1ccccc1 (configuration not stated)	1	-11[fluorescence artefact?]	·	-10	4	-11	-1	8	-1
O=C(NCc1ccco1)NC12CC3CC(CC(C3)C1)C2	0	-4	-1	-3	1	-3	-4	1	-2[fluorescence artefact?]
COc1cccc(C2NC(=O)NC(C)=C2C(=O)Nc2ccc(C)cc2)c1 (configuration not stated)	-1	6	-2	-10	8	-20	4	1	-4[fluorescence artefact?]
O=C(O)CCCNC(=O)CCCn1nnc2ccccc2c1=O	2	-11	·	1	4	1	3	0	-5
CCN(Cc1ccccc1)S(=O)(=O)c1cc(C(=O)O)ccc1OC	3	-6	-5	-3	14	1	4	-6	-1
C=CCNC(=O)CN1CCC(n2c(C)nc3cc(C(F)(F)F)ccc32)CC1	-1	7	0	-5	-5	-6	-3	-6	1
CCC(CC)NC(=O)c1cc(OC)c(OC)cc1[N+](=O)[O-]	-4	8	·	-9	16	5	-1	3	-3
Cc1[nH]c(=O)c(C#N)c(C)c1Cl	5	1	0	-12	7	-3	8	0	-3
CN(C)CCCNc1ncc(C(F)(F)F)cc1Cl	-1	-4	3	-8	·	-9	3	-7	0
CCC/C(O)=C1\C(=O)CCCC1=NCCCCCC(=O)O	3	-10	9	·	8	-2	2	-1	-14[fluorescence artefact?]
CCCC1C(C(=O)OCC)=C(C)NC(C)=C1C(=O)OCC	-2	-16	-1	·	7	-10	-1	-2	4
CCOCCCNC(=O)C(c1ccc(Cl)cc1)N1CCC2(CC1)OCCO2 (configuration not stated)	3	7	-7	-8	3	-2	-4	-5	1
O=C(NCC1CCCO1)C(=Cc1cccc([N+](=O)[O-])c1)C(=O)NCC1CCCO1 (configuration not stated)	8	20[fluorescence artefact?]	12	1	4	2	-3	1	-6
Nc1cccc2nsnc12	2	-14	·	-7	5	2	6	1	1
O=C(CSc1cccc2cccnc12)OCC(=O)c1ccccc1	1	-14	-19	-16	6	-29	2	-3	5

In the list so far, these have fluorine:
SMILES	Wee1 degr inh	14-3-3 Bad PPI	Rad51 HR inh	MDM2 E3 inh	FXIIa inh 1536	KLK5 inh	p97 inhibitor	FXIa inh	eIF4E 4G PPI
Cn1c(=O)cc(OCC(=O)N2CCN(c3ccccc3F)CC2)c2ccccc21	5	-13	7	-13	11	-11	0	-4	2
CCN(CCn1cccn1)C(=O)CC1C(=O)NCCN1Cc1ccc(F)c(F)c1 (configuration not stated)	-2	-13	4	-6	9	6	0	2	-2
CC1CCN(CC(O)COc2cccc(F)c2)CC1 (configuration not stated)	14*	8[fluorescence artefact?]	-2	-5	10	-9	-7	-2	-3
C=CCNC(=O)CN1CCC(n2c(C)nc3cc(C(F)(F)F)ccc32)CC1	-1	7	0	-5	-5	-6	-3	-6	1
CN(C)CCCNc1ncc(C(F)(F)F)cc1Cl	-1	-4	3	-8	·	-9	3	-7	0

Next part
SMILES	Wee1 degr inh	14-3-3 Bad PPI	Rad51 HR inh	MDM2 E3 inh	FXIIa inh 1536	KLK5 inh	p97 inhibitor	FXIa inh	eIF4E 4G PPI
COc1ccc(S(=O)(=O)N2CCCC2)cc1C(C)C	1	-3	0	-6	12	-1	-2	-2	-1
FC(F)Oc1ccc(NC(=S)NCc2ccccc2)cc1Cl	0	-9	1	-13	10	-2	0	2	4
O=C(Oc1ccc2c3c(c(=O)oc2c1)CCCC3)c1ccco1	1	-2	4	-3	21	-62	7	6	3
Cc1ccccc1NC(=O)CSc1nc(N)c2c3c(sc2n1)CSC(C)(C)C3	-1	1	3	17	13	-2	1	11	3
CN(CCO)CCC(=O)NC1(C)CS(=O)(=O)CC1S(=O)(=O)O (configuration not stated)	-1	11	4	·	10	5	5	3	-12
Cc1cc(NC(=O)CSc2nc3c(cc2C#N)CCCCC3)no1	1	-4	29	-20	7	-5	1	0	1
Cc1ccccc1Cc1c(C)nc2ncnn2c1C	1	-6	6	-12	3	-21	-7	-6	-4[fluorescence artefact?]
CN(Cc1ccccc1)c1ccc([N+](=O)[O-])cc1C(=O)O	-2	2	17	-16	0	-3	-5	-3	-4
Cc1cc(C)nc(N2CCCC(CCC(=O)NCc3ccc(F)c(F)c3)C2)n1 (configuration not stated)	3	-3	-13	-2	5	·	-4	-2	7
Cc1ccc(-n2c(C)nn(CC#N)c2=O)cc1	1	87*	0	5	7	1	2	1	-1
O=C(N/N=C/c1ccc[nH]1)c1ccc(O)cc1	5	-7	0	7	11	5	6	0	-2
CN(Cc1ccccc1)C(=O)CCNC(=O)Cn1cnc2ccccc2c1=O	5	4	11	-3	14	-4	1	4	6
O=C(Cc1ccc(Nc2nc(=S)[nH]c3ccccc23)cc1)NC1CCCCC1	-2	-8	·	-15	-1	-9	8	-6	-5
O=C(NCCN1CCOCC1)c1cc(S(=O)(=O)Nc2ccccc2F)c(Cl)cc1Cl	-1	-2	·	·	7	1	0	1	-11
COc1cc(/C=C/C(=O)CC(=O)/C=C/c2ccc(O)c(OC)c2)ccc1O	2	-7	-386	·	5	2	5	-3	-2
CCN(CC)C(=O)CSC(=Nc1ccccc1F)NC#N	2	4	-1	-3	0	2	2	-1	4
C=CCn1c(/N=C/c2ccc3c(c2)OCO3)nc2ccccc21	2	0	-3	1	8	-5	3	0	-5
COc1ccccc1/C=C/C=N/NC(=O)Cc1cccn1C	-3	-21[fluorescence artefact?]	4	1	14	-10	6	7	19
COc1cc(/C=N/NC2=NC(C)(C)Cc3ccccc32)cc(OC)c1OC	4	12	-6	-6	21	21	-8	12	6
Cc1ccc(OCC(O)Cn2c(=N)n(CCN3CCOCC3)c3ccccc32)cc1 (configuration not stated)	-1	·	-2	-9	6	4	1	3	·
COc1ccc(CN=C(N)N=C(N)N)cc1Cl	4	2	28	-2	2	-6	2	-2	7
COc1ccc(-n2nnnc2SCC(=O)N2CCCC2)cc1OC	0	-7	-9	-15	17	-13	3	-1	-4[fluorescence artefact?]
Nc1nnc(SCC(=O)Nc2ccc3nc(SCC(=O)Nc4ccccc4)sc3c2)s1	0	2	-9	-15	6	1	9	-4	0

Record cards (already shown):
COc1ccc(CN=C(N)N=C(N)N)cc1Cl is entered as Wee1 degr inh = 4; 14-3-3 Bad PPI = 2; Rad51 HR inh = 28; MDM2 E3 inh = -2; FXIIa inh 1536 = 2; KLK5 inh = -6; p97 inhibitor = 2; FXIa inh = -2; eIF4E 4G PPI = 7
Cc1ccccc1Cc1c(C)nc2ncnn2c1C is entered as Wee1 degr inh = 1; 14-3-3 Bad PPI = -6; Rad51 HR inh = 6; MDM2 E3 inh = -12; FXIIa inh 1536 = 3; KLK5 inh = -21; p97 inhibitor = -7; FXIa inh = -6; eIF4E 4G PPI = -4[fluorescence artefact?]

Part of the list above, reformatted:
O=C(Oc1ccc2c3c(c(=O)oc2c1)CCCC3)c1ccco1
  Wee1 degr inh: 1 | 14-3-3 Bad PPI: -2 | Rad51 HR inh: 4 | MDM2 E3 inh: -3 | FXIIa inh 1536: 21 | KLK5 inh: -62 | p97 inhibitor: 7 | FXIa inh: 6 | eIF4E 4G PPI: 3

Cc1ccccc1NC(=O)CSc1nc(N)c2c3c(sc2n1)CSC(C)(C)C3
  Wee1 degr inh: -1 | 14-3-3 Bad PPI: 1 | Rad51 HR inh: 3 | MDM2 E3 inh: 17 | FXIIa inh 1536: 13 | KLK5 inh: -2 | p97 inhibitor: 1 | FXIa inh: 11 | eIF4E 4G PPI: 3
